High-throughput results (PubChem BioAssay)
ssDAF12 agonist: S. stercoralis DAF-12 nuclear receptor activators, primary screen, cell-based, luminescence, HEK293, GRIP1 co-expression, lit1-tk-luc; Nuclear hormone receptor DAF-12 (Strongyloides stercoralis); HEK293 ssDAF-12/GRIP1 lit1-tk-luc reporter; % of 3 µM dafachronic acid response; activation, % at 6.8 µM; 370,000 tested, 1% active; AID 652126, 2013;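 active = activation above the mean over all tested compounds plus 3 SD, cut at about 0.9% in these data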;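 also: 0% = DMSO-only wells and 100% = 3 µM delta7-dafachronic acid wells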
SMARCA2 act: SMARCA2 (BRM) function activators, primary screen, cell-based, luminescence, high throughput; MG213 cells, MMTV-luciferase reporter, dexamethasone, overnight; activation, % at 9.1 µM; 370,000 tested, 1% active; AID 652017, 2013; in the data active = activation above about 7.8%;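 also: 0% = vehicle wells and 100% = reference activator wells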
ADAM10 inh: human ADAM10 inhibitors, primary screen, biochemical, QFRET, HTS. 370,000 tested, 0.62% active. recombinant ADAM10, EDANS/DABCYL FRET peptide cleavage, 3 h. inhibition, % at 7 µM. Disintegrin and metalloproteinase domain-containing protein 10 (Homo sapiens), O14672;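 active = inhibition above a per-campaign cutoff equal to the mean of compounds falling between control-based bounds plus 3 SD, cut at about 20% in these data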;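 also: 0% = DMSO wells while the 100% control is not disclosed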
sPLA2-III inh: human group III sPLA2 inhibitors, primary screen, biochemical, QFRET, BODIPY PC-A2 liposome substrate | Group 3 secretory phospholipase A2 (Homo sapiens), Q9NZ20 | QFRET BODIPY PC-A2 liposome hydrolysis, fluorescence | inhibition, % at 12.2 µM | 370,000 tested, 0.56% active | AID 743126, 2013;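 active = inhibition above mean plus 3 SD of compounds lying within the high and low control bounds, cut at about 19% in these data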;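 also: 0% = median of test compound wells and 100% = no enzyme DMSO wells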
Target sequence (Q9NZ20 whole entry, looked up): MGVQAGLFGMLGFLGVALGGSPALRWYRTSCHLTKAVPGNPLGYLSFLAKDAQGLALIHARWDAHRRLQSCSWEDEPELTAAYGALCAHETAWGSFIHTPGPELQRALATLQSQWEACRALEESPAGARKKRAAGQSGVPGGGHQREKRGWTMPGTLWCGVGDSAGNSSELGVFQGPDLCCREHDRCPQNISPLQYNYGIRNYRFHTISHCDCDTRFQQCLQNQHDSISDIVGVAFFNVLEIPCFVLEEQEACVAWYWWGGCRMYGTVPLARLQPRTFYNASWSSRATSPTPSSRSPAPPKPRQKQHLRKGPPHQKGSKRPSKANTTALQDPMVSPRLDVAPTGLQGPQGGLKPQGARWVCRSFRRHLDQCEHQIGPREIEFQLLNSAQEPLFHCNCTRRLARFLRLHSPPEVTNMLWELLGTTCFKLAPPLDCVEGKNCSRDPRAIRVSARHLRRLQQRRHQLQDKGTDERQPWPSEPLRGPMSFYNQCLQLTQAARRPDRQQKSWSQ
hgDAF-12 ag: H. glycines DAF-12 receptor agonists, primary screen, cell-based, luminescence, HEK293, GAL4 fusion, UAS-luciferase | Nuclear hormone receptor DAF-12 (Heterodera glycines), GAL4 fusion | HEK293 GAL4-hgDAF12 UAS-luciferase reporter, agonist luminescence; normalized to butyrate control | activation, % at 6.8 µM | 370,000 tested, 1.8% active;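 active = activation above a cutoff set at the mean of all screened compounds plus 3 SD, cut at about 10% in these data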;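 also: 0% = DMSO wells and 100% = sodium butyrate wells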
DAX1 inh-1: DAX1 (NR0B1) inhibitors on StAR promoter, primary screen, cell-based, luminescence, SF-1 (NR5A1), full-length DAX-1; HEK293T StAR-luciferase reporter, SF-1/DAX-1 repression relief; inhibition, % at 6.8 µM; 370,000 tested, 1.1% active; AID 652010, 2013;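 active = inhibition above the mean over all tested compounds plus 3 SD, cut at about 3.6% in these data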;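 also: 0% = DAX-1 cells with DMSO and 100% = cells lacking DAX-1 with DMSO; higher inhibition means more luminescence from relief of DAX-1 repression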
FXN GAA850 act: FXN promoter activators, primary screen, cell-based, luciferase luminescence, HEK293 lucGAA850. HEK293 lucGAA850 FXN promoter luciferase reporter, 24 h; percent of 10 µM SAHA response. activation, % at 6 µM. 360,000 tested, 0.56% active. AID 540364, 2011;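 active = activation above the average of all compounds screened plus 3 SD, cutoff fixed separately per campaign, cut at about 7.5% in these data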;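 also: 0% = DMSO wells and 100% = 10 µM SAHA wells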
hcDAF-12 act: H. contortus DAF-12 nuclear receptor activators, primary screen, cell-based, luminescence, HEK293, lit1-tk-luc reporter | HEK293 hcDAF-12 lit1-tk-luc reporter; 0% DMSO, 100% Δ7-dafachronic acid | activation, % at 6.8 µM | 370,000 tested, 1.4% active;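 active = activation above the mean of all tested compounds plus 3 SD, cut at about 5.5% in these data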;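 also: 100% = response to 3 µM Δ7-dafachronic acid high control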
GC-B act: human GC-B receptor activators, primary screen, HEK293 GC-B cells, cGMP TR-FRET, EC30 CNP; Atrial natriuretic peptide receptor 2 (Homo sapiens), P20594; 0% at EC30 CNP, 100% saturating CNP; activation, % at 10 µM; 370,000 tested, 0.11% active; AID 1920062, 2024;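 active = activation at 10 µM reaching about 35% in either raw or pattern-adjusted values, limit read from the data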
DAX1 inh-2: DAX1 (NR0B1) inhibitors, primary screen, cell-based, HEK293, Gal4-DAX1, luciferase luminescence. 340,000 tested, 0.99% active. Nuclear receptor subfamily 0 group B member 1 (Homo sapiens), P51843. AID 504766, 2011. HEK293 Gal4-DAX1 luciferase reporter. inhibition, % at 6.75 µM;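 active = inhibition above the mean over all tested compounds plus 3 SD, cut at about 4.2% in these data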;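 also: 0% = DAX1-transfected cells with DMSO and 100% = empty-vector control cells with DMSO; inhibition shows as a rise in luminescence from relieved DAX1 repression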
Target sequence (P51843 207-470 limits assumed): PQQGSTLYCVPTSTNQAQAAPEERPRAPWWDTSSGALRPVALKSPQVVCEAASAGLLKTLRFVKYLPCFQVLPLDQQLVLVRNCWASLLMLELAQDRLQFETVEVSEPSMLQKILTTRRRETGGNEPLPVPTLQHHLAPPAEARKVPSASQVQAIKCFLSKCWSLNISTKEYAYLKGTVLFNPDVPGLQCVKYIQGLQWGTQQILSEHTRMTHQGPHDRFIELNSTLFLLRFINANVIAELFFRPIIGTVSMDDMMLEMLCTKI
NPR1 activator: GC-A stimulated cGMP production enhancers – HEK293 GC-A cells, cGMP TR-FRET, EC30 ANP, primary screen; Atrial natriuretic peptide receptor 1 (Homo sapiens), P16066; 0% at EC30 ANP, 100% saturating ANP; activation, % at 10 µM; 370,000 tested, 0.14% active; AID 1671463, 2021; in the data active = activation above about 40%
Active calls of the source: *; i = inactive; nt = no result given. Hits appear at their usual frequency; 6.6% or so of the library scored in one or more.

SMILES	ssDAF12 agonist	SMARCA2 act	ADAM10 inh	sPLA2-III inh	hgDAF-12 ag	DAX1 inh-1	FXN GAA850 act	hcDAF-12 act	GC-B act	DAX1 inh-2	NPR1 activator
COc1ccc(NC(=O)c2ccccc2NC(=O)c2ccco2)c(OC)c1	-1.6	1	3	-2	0.8	-0.2	0.5	-1.6	3	-1.7	0
O=C(O)C1CC=CCC1C(=O)NC12CC3CC(CC(C3)C1)C2 (configuration not stated)	-1.2	-2	3	5	-0.4	-0.1	0.3	-0.2	4	0.4	2
O=C(Cn1nc(C(=O)O)c2ccccc2c1=O)Nc1cc(S(=O)(=O)N2CCOCC2)ccc1Cl	-0.7	1	-1	-2	1.6	0.1	-1.5	-1.9	2	-0.7	-2
CCOc1ccc(C(=O)NC(=S)Nc2ccc(NC(=O)c3ccco3)cc2)cc1[N+](=O)[O-]	-0.9	-2	5	2	-0.1	0.2	0.3	-0.1	-3	-0.1	0
O=C(NCc1ccco1)/C(=C/c1ccc(Cl)cc1)NC(=O)c1ccco1	-1.0	-5	-5	9	-2.2	-0.2	0.2	-0.7	3	-1.1	0
Cc1ccc(-n2ncc3c(NCc4ccco4)ncnc32)cc1C	-2.2	4	-1	-8	5.4	0.8	1.4	0.7	4	0.0	1
O=C(Cc1ccccc1Cl)N/N=C/c1cccnc1	-0.7	5	5	0	0.5	-2.0	-0.3	-0.7	0	0.0	-2
CCOC(=O)C1CCCN(C(=O)c2ccc(S(=O)(=O)N3CCCC3)cc2)C1 (configuration not stated)	0.1	-2	-5	-1	-1.5	-0.4	1.4	0.1	-1	0.2	-2
CC1(C)Cc2c(sc(NC(=O)c3ccco3)c2C(=O)O)CO1	-0.3	1	-2	15	3.4	1.7	1.2	1.7	2	1.1	2
CN(C)CCCNc1oc(-c2ccc(Cl)cc2)nc1C#N	-1.0	1	i	-4	-0.5	0.1	3.1	-0.6	-5	1.0	9
O=C1CC(c2ccccc2)Oc2cc(O)cc(O)c21 (configuration not stated)	-0.4	0	-9	-12	2.1	0.7	1.5	0.4	-11	-0.2	-3
Cc1ccc(C2CC(=O)c3cnn(-c4nc(C)cc(C)n4)c3C2)cc1 (configuration not stated)	-1.1	-2	0	-2	2.5	-1.0	1.3	-1.4	14	0.2	17
COc1cccc(-c2ccc(NC(=O)C3CCCN(CCCn4nc(C)cc4C)C3)cc2)c1 (configuration not stated)	-0.9	0	-4	-27	1.7	-0.3	0.0	1.8	-9	-0.7	-16
O=C(O)CSc1ncnc2scc(-c3ccc(Br)cc3)c12	-1.5	4	5	2	-0.7	0.0	-0.4	1.1	4	-0.7	5
COc1cc(S(=O)(=O)Nc2c(C)cc(C)cc2C)ccc1Cl	-1.8	0	13	-21	-1.8	-0.6	-1.0	-0.6	-2	0.2	-3
Cc1ccc(S(=O)(=O)CCNC(=O)Cc2ccc(Cl)cc2)cc1	-0.3	1	3	-3	0.4	-0.2	1.6	-1.4	-1	-0.8	-1
CN1C(=O)c2cccc(N(C)C)c2C1=O	-1.3	2	-1	9	1.6	0.0	0.1	-0.6	0	0.9	0
Cc1ccc2cccc(OCc3ccccc3)c2n1	-1.6	-1	-11	0	-0.7	-0.5	1.1	-2.9	-3	nt	-2
O=C(Cn1cc2c(n1)CCCC2)NCCCN1CCN(C2CCCCC2)CC1	-1.6	5	-5	-1	-1.1	0.7	-0.6	-1.2	-5	2.9	1
CCCn1c(C)cc(/C=C(\C#N)C(=O)O)c1C	-1.7	-2	6	2	-1.1	0.1	3.8	1.4	3	1.1	0
COCCCNC(=O)c1ccc(S(=O)(=O)c2ccc(Cl)cc2)c(NC(C)=O)c1	-1.4	0	-2	1	-0.5	0.1	1.2	3.1	3	-1.8	2
CSc1cc(C)n(-c2ccccc2)c(=S)c1C(C)=O	-1.4	1	2	8	-1.6	-0.5	1.2	-1.5	5	-0.4	0
CN(CCC#N)C(=O)COC(=O)c1ccc(CNS(=O)(=O)c2ccc(F)c(Cl)c2)cc1	-0.9	3	3	-2	1.4	0.0	1.7	-1.3	-1	0.9	-2
Cn1c(OCc2cccnc2)nc2c1c(=O)n(Cc1ccc(Br)cc1)c(=O)n2C	-1.3	-2	-1	-4	-1.6	-0.1	-1.0	-1.7	0	-1.2	-13
N/C(=N\OC(=O)CCC1CCCC1)c1ccc([N+](=O)[O-])cc1	-0.7	2	8	5	1.9	0.7	1.0	-0.8	3	1.2	2

(further entries)
SMILES	ssDAF12 agonist	SMARCA2 act	ADAM10 inh	sPLA2-III inh	hgDAF-12 ag	DAX1 inh-1	FXN GAA850 act	hcDAF-12 act	GC-B act	DAX1 inh-2	NPR1 activator
COc1cccc(CC(NC(C)=O)C(=O)NC2CCN(S(=O)(=O)c3ccc(NC(C)=O)cc3)CC2)c1OC (configuration not stated)	-0.8	-4	-3	-7	-1.4	0.2	0.2	0.0	-4	-0.8	-3
CC(=O)N1CCC2(CC1)CC(=O)c1cc(Cl)ccc1O2	-0.8	0	-204	-4	1.1	0.0	-1.0	0.1	7	-0.3	2
CCc1ccc(NC(=S)N(Cc2ccccc2)Cc2ccccn2)cc1	-1.0	-5	1	4	-0.7	-0.8	-2.5	-0.9	2	-2.0	1
COc1cccc(/C=C/C(=O)OCC(=O)NC2CC2)c1	-1.4	-2	-166	-2	1.3	-0.3	2.1	0.5	8	0.6	1
CCn1cc(C(C)NC(=O)COc2ccc(Cl)cc2C)c(C)n1 (configuration not stated)	-1.7	0	-2	-3	-0.1	-0.3	-0.2	-1.2	-4	0.8	2
CCCN(C(=O)COC(=O)CCOc1ccccc1C)c1c(N)n(Cc2ccccc2)c(=O)[nH]c1=O	-0.2	-1	2	-1	-0.8	-0.9	-0.2	-0.9	3	1.1	5
CCCn1c(=O)c(/C(N)=N/O)nn(-c2cccc(C(F)(F)F)c2)c1=O	-1.9	-5	-7	6	-0.3	0.5	2.2	-1.1	-1	-0.1	6
FC(F)Sc1nc2ccccc2[nH]1	-1.2	-7	1	25*	0.3	-0.3	0.9	-0.9	0	1.5	0
COc1ccc(C2CCCN2C(=S)Nc2ccccc2C)cc1OC (configuration not stated)	-1.8	-1	3	6	-2.8	-0.6	2.4	-1.5	-1	-0.9	-2
Cn1sc(NC(=O)c2ccccc2)nc1=O	-1.3	0	-3	-2	1.3	0.7	-1.8	0.7	-2	1.8	0
CCCCNC(=S)Nc1ccccc1F	-1.4	0	10	16	-1.5	-0.4	1.9	0.4	3	1.1	3
CCc1ccccc1NC(=O)CSc1nnc(Cn2nnc3ccccc32)n1C	-1.8	1	7	-8	0.8	-1.2	-2.1	0.1	-2	-0.4	-4
Cc1onc(-c2c(Cl)cccc2Cl)c1C(=O)N1CCN(c2ccccc2)CC1	-0.9	1	9	2	-0.4	-0.3	-0.5	2.0	-8	-0.2	-4
COC(=O)c1sccc1NC(=O)Nc1ccc(C(C)=O)cc1	-0.5	1	-9	-2	0.1	-0.5	1.2	-0.3	4	1.6	1
O=C(NCc1cccs1)c1csc([C@@H]2O[C@H](CO)[C@H](O)[C@H](O)[C@H]2O)n1	-0.8	-4	-3	2	-1.2	0.7	1.9	0.7	4	nt	-2
COc1ccc(CNC(=O)c2sccc2C)cc1	-0.8	0	11	4	2.1	0.3	-0.2	0.4	0	-0.7	-2
COC(=O)[C@]12C[C@H](CC(=O)NCCCCc3ccccc3)C(=O)N(Cc3ccccc3)C1=C[C@H](COCc1ccccc1)O[C@@H]2C	-1.4	-2	14	-19	0.4	-1.1	nt	-3.4	0	nt	-5
Cc1ccccc1C(=O)NN(C)c1nc2ccccc2nc1C(F)(F)F	-1.2	1	6	3	1.4	0.4	1.7	-1.1	5	-0.8	-2
Cc1noc(C)c1-c1ccc2ncnc(NC(C)c3ccco3)c2c1 (configuration not stated)	-0.9	-1	-35	-4	-2.7	0.8	10*	0.6	10	1.5	15
Cc1ccccc1OCc1nc2ccc(S(=O)(=O)N3CCOCC3)cc2[nH]1	-1.3	-3	1	-11	1.5	0.1	-1.4	-1.1	9	-0.6	5
Nc1ncnc2c1ncn2[C@H]1C[C@H](O)[C@@H](COP(=O)(O)O)O1	-1.2	1	2	-1	0.7	0.2	-1.2	-2.3	2	-0.7	5
Cc1ccc(NC(=O)c2cnccn2)cc1C	-0.4	1	3	8	11*	1.8	2.9	3.1	-1	4.6*	5
CC(c1cccs1)N(C(=O)Nc1ccccc1)C1CCCCC1 (configuration not stated)	-0.8	-1	-2	1	2.2	0.1	-2.6	2.0	1	0.2	-17
O=S1(=O)C=CC(Nc2cccc(Cl)c2)C1 (configuration not stated)	-1.4	6	4	3	-0.3	-1.9	-2.5	-3.9	3	-1.3	5
CCn1c(=O)n(C)c2c(=O)n(C)c(=O)n(C)c21	-1.4	2	-8	8	1.8	0.7	0.8	-0.2	-5	-0.6	8

Continued:
SMILES	ssDAF12 agonist	SMARCA2 act	ADAM10 inh	sPLA2-III inh	hgDAF-12 ag	DAX1 inh-1	FXN GAA850 act	hcDAF-12 act	GC-B act	DAX1 inh-2	NPR1 activator
O=C(NCc1ccco1)Nc1ccc(Br)cc1Cl	-1.2	6	2	-6	4.7	-0.8	6.2	-0.1	0	0.0	1
O=C1Nc2ccccc2C1(O)c1ccccc1 (configuration not stated)	-1.4	0	0	-8	-3.7	-0.3	2.5	-0.2	-5	0.0	-3
COc1ccc(/C=C2/CCCC(CN(C)C)C2=O)cc1 (configuration not stated)	-1.1	5	-2	-11	-0.6	0.3	7.3	-1.1	-8	0.3	-14
O=C(NCc1ccco1)c1ccccc1O	-1.4	-3	-60	8	-1.8	0.0	1.4	-1.5	0	0.5	0
COc1ccc(CNC(=O)c2c(O)c3ccccc3n(C)c2=O)cc1	-0.3	3	4	1	0.5	0.2	1.4	0.6	-7	0.1	0
C/C(CC(=O)Nc1ccc(C)c(Cl)c1)=N\NC(=O)c1ccncc1	-1.3	0	-4	-23	-1.4	-0.5	-1.9	-1.6	-5	0.2	1
CCC(C(=O)N1CCN(c2cccc(Cl)c2)CC1)c1ccccc1 (configuration not stated)	-2.1	-5	1	-7	-1.7	-0.4	-1.4	-0.7	-5	0.0	-5
Cc1nn(-c2ccccc2)c(Cl)c1/C=N/Nc1nncc(=O)[nH]1	-1.1	-3	8	3	1.3	0.6	3.3	-1.7	5	1.6	9
